Source: PubChem
Abeta rescue: A-beta toxicity reversal in yeast. AID 1347071. 0.063% of 410,000 active. Potency, µM (series often up to 46.1 µM), inactives show top-dose growth rescue, usual class: activators. yeast expressing A-beta42, growth rescue, OD600, 48 h; response scale: 0% DMSO, 100% iron-clioquinol control; also: potency is read from the fitted curve at half-maximal effect; nearly all actives have a fitted effect of over 55% in size
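Yeast growth medium received pinned compounds, then yeast cells expressing toxic A-beta were added; plates incubated at 30 C for 48 hr. Growth read as absorbance at 600 nm, normalized to DMSO and equimolar FeCl3 plus clioquinol controls.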
EPAC2 ag: EPAC2 (human) agonism | Q8WZA2 | EPAC2 activation, biochemical qHTS; response scale: 100% = 6.5 mM cAMP response | Potency, µM (top dose mostly 154 µM), inactives show at the highest dose activation, usual class: activators | 0.079% of 360,000 active | AID 720711; also: potency is read from the fitted curve at half-maximal effect; nearly all actives have a fitted effect of over 50% in size
Target sequence (Q8WZA2 whole entry, looked up): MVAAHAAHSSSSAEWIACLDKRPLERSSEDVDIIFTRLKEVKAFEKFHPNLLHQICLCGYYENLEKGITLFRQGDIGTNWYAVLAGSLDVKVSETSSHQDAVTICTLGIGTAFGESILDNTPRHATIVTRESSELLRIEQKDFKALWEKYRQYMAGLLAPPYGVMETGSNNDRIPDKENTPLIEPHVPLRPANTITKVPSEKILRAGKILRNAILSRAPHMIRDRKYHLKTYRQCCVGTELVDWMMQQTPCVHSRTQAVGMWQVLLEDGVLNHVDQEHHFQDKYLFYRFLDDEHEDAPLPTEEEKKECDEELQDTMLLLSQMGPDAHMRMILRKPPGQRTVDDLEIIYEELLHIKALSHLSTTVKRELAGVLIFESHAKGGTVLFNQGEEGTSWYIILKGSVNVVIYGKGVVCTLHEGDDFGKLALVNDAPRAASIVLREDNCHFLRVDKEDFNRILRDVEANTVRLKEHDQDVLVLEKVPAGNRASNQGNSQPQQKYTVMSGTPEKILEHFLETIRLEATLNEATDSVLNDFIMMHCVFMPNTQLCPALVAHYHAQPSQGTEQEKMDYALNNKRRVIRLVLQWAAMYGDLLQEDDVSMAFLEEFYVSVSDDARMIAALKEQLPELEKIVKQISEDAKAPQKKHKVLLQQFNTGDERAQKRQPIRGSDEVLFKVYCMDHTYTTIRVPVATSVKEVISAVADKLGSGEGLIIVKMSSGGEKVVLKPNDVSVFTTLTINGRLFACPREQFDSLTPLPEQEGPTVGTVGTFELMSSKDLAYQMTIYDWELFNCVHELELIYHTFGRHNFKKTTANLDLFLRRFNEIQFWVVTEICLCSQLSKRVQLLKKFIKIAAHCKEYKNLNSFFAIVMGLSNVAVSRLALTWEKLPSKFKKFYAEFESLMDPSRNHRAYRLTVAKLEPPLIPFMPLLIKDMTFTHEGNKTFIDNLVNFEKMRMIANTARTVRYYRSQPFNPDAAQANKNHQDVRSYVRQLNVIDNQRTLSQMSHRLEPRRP
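Guanine nucleotide exchange by EPAC2 is measured as reduced fluorescence of BODIPY-GDP once it is released from 250 nM Rap1B. Plates are read kinetically for 30 min at room temperature; results are scaled to 6.5 mM cAMP.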
aSyn rescue: alpha-synuclein toxicity inhibition in yeast | Yeast expressing alpha-synuclein, growth rescue, BacTiter-Glo, 24 h | Potency, µM (highest dose often 46.1 µM), inactives show at the highest dose growth rescue (activation), usual class: activators | 0.14% of 370,000 active | AID 652106; also: potency is read from the fitted curve at half-maximal effect; % of control where 0% means no effect; nearly all actives have a fitted effect of over 65% in size
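Screening used galactose-induced yeast with toxic alpha-synuclein levels, exposed to compound for 24 hr at 30 deg C. Cell growth, read with BacTiter-Glo luminescence, gave the measured signal.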
TDP43 rescue: rescues yeast growth from TDP-43 toxicity; TDP-43 expressing yeast growth rescue, BacTiter-Glo, 24 h; Potency, µM (titrated, usually from 46.1 µM), inactives show at the highest dose growth rescue (activation), hits mostly activators; 1.8% of 410,000 active; also: potency is read from the fitted curve at half-maximal effect; % of control where 0% means no effect; nearly all actives have a fitted effect of over 50% in size
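Luminescence from BacTiter-Glo reports growth of TDP-43-expressing yeast after 24 hr at 30 deg C with compound. Cells were raffinose-pregrown to mid-log, then seeded in galactose medium at OD600=0.02.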
DRD3 agonist: activates the human D3 dopamine receptor. P35462. max activation, %. D3R DiscoveRx beta-arrestin cells, luminescence, 90 min. 0.58% of 410,000 active; in the data active = max activation above about 30%; also: 0% is about no effect; mostly tested at two doses, the higher about 12 µM
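Cells at 1500/well, incubated overnight, then treated with pinned compounds (dopamine as control) for 90 min at 37 degrees C. DiscoveRx reagent added for 30 - 60 minutes at room temperature; luminescence read.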
FUS yeast rescue: FUS proteinopathy suppression in yeast; Potency, µM (top dose mostly 76.6 µM), inactives show top-dose growth rescue (activation), most hits filed as activators; AID 1347120; S. cerevisiae FUS-expressing, growth rescue, OD600, 24 h; 0.24% of 390,000 active;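 also: potency is read from the fitted curve at half-maximal effect; plate controls were DMSO vehicle for no effect and reference control for full effect; nearly all actives have a fitted effect of over 55% in size; some results filed as inactive show a strong effect at the top dose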
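Toxicity suppression screen in FUS-yeast. Cells induced with 2% galactose, starting OD 0.005, treated 24hr at 30C with compounds at multiple final concentrations; growth by OD600.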
EPAC2 antagonist: blocks human EPAC2 exchange factor. 0.18% of 360,000 active. Q8WZA2. AID 720708. Potency, µM (highest dose often 114 µM), for the others: at the top dose activity, negative = inhibition, most hits filed as inhibitors. EPAC2 GEF exchange of Rap1B-BODIPY-GDP, fluorescence; also: potency is read from the fitted curve at half-maximal effect; % is scaled to controls: 0 for no effect and ±100 for the full control effect; nearly all actives have a fitted effect of over 45% in size; many of its hits are not listed in these tables
D3 antag: D3 dopamine receptor (human) antagonism. P35462. D3R cells, DiscoveRx beta-arrestin luminescence, antagonist mode; active compounds read low. max response, negative = inhibition, %. 2.5% of 360,000 active; in the data active = max response below about -50%; inconclusive = no clear call, values can overlap the other calls; also: % is scaled to controls: 0 for no effect and ±100 for the full control effect; mostly tested at two doses, the higher about 12 µM
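Cells plated overnight at 1500 cells/well, then exposed to library compounds with dopamine controls for 90 minutes at 37 degrees C. DiscoveRx reagent added for 30–60 minutes at room temperature; luminescence read, quantitative HTS format.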
* marks the source's active call; other numbers are inactive results; ? = inconclusive; · = not tested or not shown; & = joins results of further samples; [ ] = another dose, or the depositor's remark. Unless noted, calls follow the shape of the dose curve; as a rule, active = well fitted curve in the direction sought with a large enough effect; inconclusive = small, poorly fitted or top-dose-only effect, or another doubt; inactive = no such curve, though single readings can be large; an effect the other way counts as inactive or inconclusive. A portion of the library; the hit share may differ from the screen's.

SMILES	Abeta rescue	EPAC2 ag	aSyn rescue	TDP43 rescue	DRD3 agonist	FUS yeast rescue	EPAC2 antagonist	D3 antag
COc1ccc(Nc2ncnc3scc(-c4ccc(F)cc4)c23)cc1	-26%	·	·	6%	-2	-3%	·	·
CCN(c1ccc(OC)cc1)c1ncnc2nc[nH]c12	-13%	-6%	2%	-8%	0	10%	5%	0
O=C(CNC(=O)c1ccc2ccccc2c1)OCC(=O)N1CCN(S(=O)(=O)c2ccc3ccccc3c2)CC1	1%	22%	2%	16%	5	·	8%	17
CCOc1ccc(Br)cc1S(=O)(=O)NCC(c1ccc(OC)cc1)N1CCOCC1 (stereo not given)	5%	9%	-1%	-10%	-8	0%	3%	-25
Cc1cc2c(c(=O)n1Cc1ccco1)C(c1cccnc1)C(C#N)=C(N)O2 (stereo not given)	-25%	12%	1%	20%	0	11%	-3%	-18
C/C(N)=C(/C#N)C(=O)COC(=O)c1oc2ccccc2c1COC(C)C	5%	11%	-1%	-11%	-18	30%	10%	-14
Cc1cccc(N(C(=O)c2ccc(Cl)cc2)C2CS(=O)(=O)CC2OC(=O)c2ccc(Cl)cc2)c1 (stereo not given)	-1%	11%	24%	-14%	-9	?	-18%	-28
COC(=O)c1ccc(NC(=O)CN2CCN(CCO)CC2)cc1	8%	1%	7%	·	14	14%	-5%	32
Cc1cc(C(=O)CSc2nc(N)cc(N)n2)c(C)n1C1CC1	-9%	6%	-6%	21%	-4	32%	7%	-4
Cc1ccc(C(=O)NC(=S)N2CCN(C)CC2)cc1	11%	9%	-4%	-13%	-5	·	8%	-1
O=C(CC1C(=O)NCCN1Cc1cccc(Oc2ccccc2)c1)NCCCn1cccn1 (stereo not given)	-14%	11%	-2%	-8%	6	19%	-4%	12
O=C(Nc1cccc(F)c1)Nc1ccc2c(c1)OCO2	-15%	5%	-3%	10%	17	4%	3%	-1
CC(C)c1ccc(NC(=O)C2CCCN(S(=O)(=O)c3cccc4cccnc34)C2)cc1 (stereo not given)	9%	·	·	13%	6	11%	·	·
COc1ccccc1NC1=C(Cl)C(=O)N(c2ccccc2)C1=O	-42%[inhibitor]	12%	-16%	6.3µM*	-1	·	0%	-3
CC(C)(C)c1cc(NC(=O)c2cc(F)c(F)c(F)c2F)no1	3%	-9%	-10%	1%	-4	4%	12%	-6
CN(C)C(=O)CCc1ccc2c3c([nH]c2c1)[C@]1(C)[C@@H](C(=O)N2CCOCC2)C[C@H](CC(=O)NCc2ccco2)C(=O)N1CC3	-2%	3%	0%	13%	6	0%	-4%	19
O=CN1CCN(S(=O)(=O)c2ccc(S(=O)(=O)NC3CCCCC3)cc2)CC1	2%	4%	0%	-15%	-5	-1%	-6%	-1
Cc1ccc(-c2nc(CN(Cc3cnn(C)c3)C(C)C)c(C)o2)o1	-9%	3%	5%	1%[9.22 µM]	-4	28%	6%	11
Cc1c(/C=N/NC(=O)COc2ccccc2[N+](=O)[O-])c2ccccc2n1C	8%	0%	-1%	14%	-1	16%	1%	-21
CCOC(=O)c1c(C)[nH]c(C)c1S(=O)(=O)N1CCCC(C(=O)N2CCN(c3ccccc3F)CC2)C1 (stereo not given)	12%	·	·	22%	-3	4%	·	·
COc1ccc(-c2csc(C(C)(O)c3cccnc3)n2)cc1 (stereo not given)	-9%	8%	-6%	19%	1	-7%	14%	3
CSc1ncnc2c1ncn2CCCNCc1ccc2c(c1)OCO2	-13%	5%	14%	0%	-5	-24%	5%	7
COc1ccc(Cn2c(=O)c3cccnc3n(Cc3cccc(F)c3)c2=O)cc1	-4%	·	·	16%	-5	23%	·	·
Cc1sc(NC(=O)C2CCCCC2C(=O)O)c(C(N)=O)c1-c1ccccc1 (stereo not given)	-3%	-23%	7%	8%	-5	8%	-3%	-13

An excerpt from above with just D3 antag and TDP43 rescue:
smiles	D3 antag	TDP43 rescue
CN(C)C(=O)CCc1ccc2c3c([nH]c2c1)[C@]1(C)[C@@H](C(=O)N2CCOCC2)C[C@H](CC(=O)NCc2ccco2)C(=O)N1CC3	19	13%
O=CN1CCN(S(=O)(=O)c2ccc(S(=O)(=O)NC3CCCCC3)cc2)CC1	-1	-15%

More results.
SMILES	Abeta rescue	EPAC2 ag	aSyn rescue	TDP43 rescue	DRD3 agonist	FUS yeast rescue	EPAC2 antagonist	D3 antag
O=[N+]([O-])c1ccc(N/N=C/c2cccc(O)c2O)cc1	-3%	0%	7%	20%	1	11%	6%	-50*
CC(=O)NC1=NN(C(C)=O)C(c2ccccn2)S1 (stereo not given)	-1%	1%	0%	-19%[0.397 µM]	-1	20%	-4%	5
Cc1ncc(S(=O)(=O)c2ccccc2)c(-c2ccc(Cl)cc2Cl)n1	-11%	-19%	18%	?	7	-12%	-3%[57.1 µM]	-7
CCOC(=O)C1CCCN(C(=O)COc2ccc(C(=O)c3ccc(F)cc3)cc2)C1 (stereo not given)	-13%	7%	4%	?	10	25%	-9%	9
Cc1cnc(NC2=NCCC2)s1	-15%	4%	-9%	8%	-7	-18%	0%	-9
COC(=O)C[C@@H]1C[C@H]2c3cc(NC(=O)CC4CC4)ccc3O[C@H]2[C@@H](CO)O1	-1%	-4%	4%	13%	12	-29%	6%	21
Cc1ccccc1N1CCN(S(=O)(=O)c2nnc(NC(=O)c3ccc(F)cc3)s2)CC1	1%	0%	0%	-3%	3	-15%	5%	13
CCOC(=O)CSc1nc2cc(S(=O)(=O)N3CCOCC3)ccc2n1CC	-6%	3%	0%	-8%	-1	9%	5%	9
CCCCCc1cc(=O)oc2c(C(CCN3CCCCC3)c3cc(OC)c(OC)c(OC)c3)c(OC)cc(OC)c12 (stereo not given)	1%	2%	-21%	-7%	-33	?	-22%	-27
CC(C)(C)NC(=O)C(c1ccccc1)n1c(=O)c(-c2ccco2)nc2ccccc21 (stereo not given)	-3%	-6%	-2%	28%	-10	?	2%	-18
O=[N+]([O-])c1ccc2nc(-c3ccccc3)oc2c1	-6%	1%	-3%	27%	1	-31%	7%	4
CC1(C)Cc2ccccc2-c2n[nH]c(=S)n21	-21%	7%	-10%	24%	-6	-2%	1%	-9

One compound at a time, as listed above. Values in the order: Abeta rescue	EPAC2 ag	aSyn rescue	TDP43 rescue	DRD3 agonist	FUS yeast rescue	EPAC2 antagonist	D3 antag
Shown for `Cc1ccccc1N1CCN(S(=O)(=O)c2nnc(NC(=O)c3ccc(F)cc3)s2)CC1` = 1%	0%	0%	-3%	3	-15%	5%	13
Shown for `CCOC(=O)CSc1nc2cc(S(=O)(=O)N3CCOCC3)ccc2n1CC` = -6%	3%	0%	-8%	-1	9%	5%	9

Carrying on.
SMILES	Abeta rescue	EPAC2 ag	aSyn rescue	TDP43 rescue	DRD3 agonist	FUS yeast rescue	EPAC2 antagonist	D3 antag
Cc1ccc(Cn2nnc3c(=O)[nH]c(C4CCN(C(=O)Cc5cccs5)CC4)nc32)cc1	3%	4%	-7%	-28%	-14	49%	4%	0
CCC(=O)N/N=C(\C)CC(=O)Nc1ccc2c(c1)OCCO2	-9%	13%	10%	-5%	-4	24%	2%	-18
CC(C)C(NC(=O)C1CCCCC1)C(=O)Nc1ccncc1 (stereo not given)	-13%	-3%	-10%	-18%	-11	-5%	20%	1
CCOC(=O)/C=c1\sc2n(c1=O)CCN=2	-5%	-6%	6%	-17%	4	22%	-2%	-16
CCc1cc(SC#N)ccc1N	-18%	3%	6%	?	-6	0%	4%	-2
CCOc1ccc(S(=O)(=O)N2CCCCC2)cc1NC(=O)CN1C(=O)NC(C)(c2ccc(C)cc2)C1=O (stereo not given)	-5%	1%	-1%	-14%	1	55%	-19%	27
Cc1ccccc1-c1noc(C(C)NC(=O)c2ccco2)n1 (stereo not given)	-3%&-1%	6%	0%	11%	4&-7	13%&-1%	0%	6
Cc1ccc(SCc2cc(=O)[nH]c(/N=C(\N)Nc3cccc4ccccc34)n2)cc1	4%	14%	-1%	-3%	-7	7%	-6%	-20
O=C(c1cc(-c2ccco2)on1)N1CCN(c2ccccc2)CC1	-6%	-2%	8%	?	-2	35%	-11%	13
COc1ccccc1NC(=O)c1cnc2c(-c3ccccc3)c(C)nn2c1C	-15%	16%	-18%	6%	-6	54%	0%	1
N/C(Cc1ccc([N+](=O)[O-])cc1)=N\OC(=O)C1CCCCC1	16%	-2%	-22%	20µM*	-10	-2%	0%	-5
Cn1c(=O)n(C)c2cc(NC(=O)COc3ccc(Cl)cc3)ccc21	-15%	-1%	9%	·	5	10%	3%	24
CC(C(=O)NCCc1nc2ccccc2[nH]1)n1cc([N+](=O)[O-])cn1 (stereo not given)	-22%	5%	-5%	-15%	-8	-22%	1%	0
COc1ccc(C(=O)NC(C(=O)N2CCN(C/C=C/c3ccccc3)CC2)C(C)C)cc1 (stereo not given)	-2%	7%	1%	3%	0	-31%	-6%	-14
Cc1ccc(Cl)cc1-n1ncc2c(N3CCCCCC3)ncnc21	-76%[inhibitor]	·	·	5%	-2	16%	·	·
COc1ccc(C(O)c2ncc(-c3cccc(F)c3)[nH]2)cc1F (stereo not given)	-17%	1%	3%	23%	1	-27%	-3%	3
CC(C)CC(CO)N1CCN(C(=O)c2ccc(Cl)c(Cl)c2)CCC1=O (stereo not given)	-7%	9%	-1%	-5%	-14	-6%	-3%	-24
CCN(CCCNC(=O)COc1cc(=O)n(CC)c2ccccc12)Cc1ccccc1	10%	2%	-5%	-10%	-5	-13%	8%	-15
Cc1nc(CN(C)C(=O)C2CCC(=O)N(CCc3cccc(F)c3)C2)cs1 (stereo not given)	-3%	2%	2%	7%	1	8%	8%	6
C#CCOc1ccc(Cl)cc1/C=C1/C(=O)ON=C1C	-10%	-7%	3%	-88%[inhibitor]	-4	0%	0%	14
O=C(/C=C/[C@H]1O[C@@H](n2cnc3c(NC(=O)c4ccccc4)ncnc32)[C@H](O)[C@@H]1O)NCc1cccs1	-23%	12%	-11%	9%	-6	-12%	14%	-21
CC(=O)c1sc(NC(=O)CS(=O)(=O)c2ccccc2)nc1-c1ccccc1	15%	0%	2%	13%	2	-8%	-2%	-13
Clc1ccc(Cc2nc(-c3ccncc3)no2)cc1	6%	10%	14%	16%	-2	-24%	-8%	5
Cc1ccc(-n2c(=O)[nH]cc(C(=O)Nc3ccc4c(c3)OCO4)c2=O)cc1C	-18%	1%	-3%	-2%	-1	-14%	2%	?
Cc1nnsc1C(=O)Nc1cccc(Cl)c1Cl	-15%	1%	-8%	?	-3	7%	8%	?
